D2 agonist = agonists of human D2 dopamine receptor; P14416; HEK293 T-REx D2 cells, calcium flux agonist mode; activation, % at 2 µM; actives 0.53% (n = 340,000); AID 485358;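 active means activation over 3 SD above normal in the single-dose calcium agonist read, cut at about 30% in these data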; further: 0% is about no effect
Target sequence (P14416 whole entry, looked up): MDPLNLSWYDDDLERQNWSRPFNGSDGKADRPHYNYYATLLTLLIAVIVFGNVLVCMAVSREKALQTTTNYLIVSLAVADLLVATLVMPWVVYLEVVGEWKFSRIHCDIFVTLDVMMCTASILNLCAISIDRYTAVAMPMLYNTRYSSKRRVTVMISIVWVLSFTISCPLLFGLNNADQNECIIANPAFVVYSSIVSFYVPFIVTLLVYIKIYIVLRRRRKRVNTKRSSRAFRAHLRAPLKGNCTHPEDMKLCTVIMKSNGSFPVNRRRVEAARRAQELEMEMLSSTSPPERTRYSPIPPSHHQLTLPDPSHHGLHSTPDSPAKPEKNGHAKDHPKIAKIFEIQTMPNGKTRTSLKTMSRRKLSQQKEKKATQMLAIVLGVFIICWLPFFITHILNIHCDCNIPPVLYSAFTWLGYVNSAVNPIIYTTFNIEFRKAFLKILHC
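In this primary screen, compounds producing a positive calcium signal within 180 s of addition to tetracycline-induced, force-coupled HEK293 Trex D2 cells are flagged; cells are dye-loaded with a no-wash calcium kit beforehand.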
TRHR enhancer = allosteric enhancers of human TRH receptor; P34981; TRHR cells, fluo-8 calcium fluorescence, EC20 TRH enhancement; enhancement, % at 2 µM; actives 0.66% (n = 360,000); AID 493056; in the data active means enhancement above about 30%; further: 0% is about no effect
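TRHR-expressing cells loaded with fluo-8 calcium dye were read kinetically (ex 480/em 530) during compound addition, then stimulated with an EC20 of TRH (10 nM final). Enhancement of the Gq-mediated intracellular calcium response was scored.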
USP1 inh = inhibitors of human USP1/UAF1 deubiquitinase | recombinant USP1/UAF1, Ub-Rhodamine cleavage fluorescence | Potency, µM (titrated, usually from 57.1 µM), for inactives: top-dose activity change, negative = inhibition, hits mostly inhibitors | actives 0.23% (n = 390,000) | AID 743255; further: potency means the concentration at half of the fitted maximal effect; on the % scale 0 is the no-effect control and ±100 the full control effect; nearly all actives have a fitted effect of over 60% in size; inactives centre near -12
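USP1/UAF1 complex (1 nM) preincubated 15 min at room temperature with compound, then Ub-Rho substrate (150 nM final) added. Kinetic fluorescence at 480/540 nm over 6 reads at 60 s intervals; 50 mM HEPES pH 7.8, 0.5 mM EDTA, 0.1 mg/ml BSA, 1 mM TCEP, 0.01% Tween-20.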
D2 antagonist = antagonists of human D2 dopamine receptor. P14416. actives 2% (n = 340,000). inhibition, % at 10 µM. HEK293 TREx D2 cells, calcium flux, dopamine EC80; in the data active means inhibition above about 30%; further: 0% is about no effect
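Read-out: kinetic calcium fluorescence (1 cycle/s) in inducible HEK293 T-REx D2 cells after an EC80 dopamine addition that followed 180 s compound preincubation. Loss of the dopamine response indicates antagonism.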
IDH1 R132H inh = inhibitors of human mutant IDH1 R132H. IDH1-R132H enzyme, NADPH consumption, diaphorase/resazurin fluorescence. actives 0.093% (n = 390,000). Potency, µM (doses to about 76.6 µM), for the others: top-dose activity change, negative = inhibition, most hits filed as inhibitors. O75874; further: potency means the concentration at half of the fitted maximal effect; on the % scale 0 is the no-effect control and ±100 the full control effect; nearly all actives have a fitted effect of over 65% in size
Target sequence (O75874 whole entry R132H, stated change not applied): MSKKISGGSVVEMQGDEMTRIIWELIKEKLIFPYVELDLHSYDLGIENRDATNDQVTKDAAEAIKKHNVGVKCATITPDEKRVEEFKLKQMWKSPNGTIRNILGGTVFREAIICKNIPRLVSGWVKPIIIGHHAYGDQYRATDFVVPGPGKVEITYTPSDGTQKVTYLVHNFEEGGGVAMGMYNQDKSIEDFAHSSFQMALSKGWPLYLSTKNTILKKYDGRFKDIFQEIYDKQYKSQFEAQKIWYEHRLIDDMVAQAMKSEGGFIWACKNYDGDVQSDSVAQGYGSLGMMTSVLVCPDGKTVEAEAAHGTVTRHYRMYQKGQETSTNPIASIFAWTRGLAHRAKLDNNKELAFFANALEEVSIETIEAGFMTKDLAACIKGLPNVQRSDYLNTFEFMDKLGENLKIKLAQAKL
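IDH1-R132H (0.5 ug/mL) preincubated 30 min with compound, then NADPH (0.016 mM) and alpha-KG (2 mM) added; 80 min at RT, pH 7.5. Remaining NADPH coupled via diaphorase/resazurin to fluorescence (540/590 nm); concentration-response curves normalized to no-enzyme control.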
PI4K2A block = blocks human PI4K2A kinase activity; Q9BTU6; purified PI4K2A, ADP-Glo luminescence, 1 h; hits give low values; activity change, negative = inhibition, % at 76.9 µM; actives 0.13% (n = 420,000); AID 1346378; in the data active means activity change below about -50%; inconclusive means mostly about -30% to -49%;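 further: -100% = wells without enzyme as full effect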
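In this quantitative HTS, ADP production by PI4K2A was quantified luminescently after 1 h at ambient temperature; 100 microM adenosine served as plate-quality control.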
TrxR1 substrate = rat thioredoxin reductase 1 substrate activity | O89049 | purified TrxR1 substrate turnover, NADPH consumption readout | Potency, µM (series often up to 114 µM), without a hit: top-dose activity change, negative = substrate turnover | actives 0.01% (n = 390,000); further: potency means the concentration at half of the fitted maximal effect; on the % scale 0 is the no-effect control and ±100 the full control effect; nearly all actives have a fitted effect of over 50% in size
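Rat TrxR1, dispensed at 90 nM, was prereduced with 400 uM NADPH (final) for 5 min at ~22 deg C, then incubated with compound 15 min before 400 uM selenite. A first-read NADPH fluorescence drop versus no-compound background flagged substrates.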
TRHR agonist = TRH receptor (human) agonism | P34981 | TRHR cells, calcium flux fluo-8, FDSS agonist mode | activation, % at 2 µM | actives 0.18% (n = 360,000) | AID 493084; in the data active means activation above about 30%; further: 0% is about no effect
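Fluo-8-loaded TRHR cells; 10 s baseline, compound added, kinetic Ca2+ fluorescence read 1/s, agonist mode.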
rTrxR1 inhibitor = blocks rat thioredoxin reductase 1; O89049; recombinant rTrxR1, NADPH fluorescence consumption, selenite substrate; Potency, µM (titrated, usually from 114 µM), inactives show at the top dose activity change, negative = inhibition, actives largely listed as inhibitors; actives 1% (n = 390,000); AID 588453; further: potency means the concentration at half of the fitted maximal effect; on the % scale 0 is the no-effect control and ±100 the full control effect; nearly all actives have a fitted effect of over 65% in size
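Rat TrxR1 (90 nM in the dispensed reagent) was pre-reduced with 400 uM NADPH for 5 min at room temperature, then incubated with compound for 15 min. After 400 uM selenite was added, NADPH fluorescence (Ex 340/Em 450 nm) was followed for 8 min.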
Numbers without * were called inactive; ? = inconclusive; . = not tested or not shown; & = joins results of further samples; [ ] = dose if it differs, or a comment. Unless noted, the call rests on the fitted dose curve; in most records, active means well fitted inhibition curve with a large enough effect; inconclusive means small, poorly fitted or top-dose-only effect; inactive means no such curve, though single readings can be large or run the other way.

| nr | molecule | PI4K2A block | USP1 inh | IDH1 R132H inh | TrxR1 substrate | TRHR agonist | D2 antagonist | rTrxR1 inhibitor | TRHR enhancer | D2 agonist |
| --- | --- | --- | --- | --- | --- | --- | --- | --- | --- | --- |
| 1 | N#CC1=C2SCN(Cc3ccco3)CN2C(=O)CC1c1cccc2ccccc12 (centres undefined) | -5.4 | -10.2% | 4.0% | -5.4% | 0.1 | -3.9 | ? | -2.3 | 0.4 |
| 2 | O=C(Nn1cnc2ccccc2c1=O)c1ccccc1Cl | 0.1 | -12.6% | -1.8% | 4.9% | 1.1 | -5.6 | 27.9% | -0.8 | -0.1 |
| 3 | Cc1ccccc1OCC(O)CN1CCCCC1 (centres undefined) | 10.4 | -23.3% | 14.0% | 4.1% | -0.5 | 4.9 | 17.1% | 43.1* | -0.5 |
| 4 | CC(C)CCNC(=O)c1cc(S(=O)(=O)N2CCCCC2)ccc1N1CCOCC1 | 3.1 | -9.7% | -0.9% | -8.6% | -0.3 | 19.1 | -14.1% | -14.9 | 0.8 |
| 5 | O=C1C2C3CC(C(Br)C3Br)C2C(=O)N1c1nccs1 (centres undefined) | -1.2 | -15.0% | 5.7% | 4.3% | . | . | 12.1% | . | . |
| 6 | CCc1ccc(-n2c(=O)c3sc4ccccc4c3n(CC(=O)NCc3ccccc3)c2=O)cc1 | 0.4 | -14.6% | 16.4% | 0.0% | 1.1 | . | 10.8% | -5.3 | 0.7 |
| 7 | O=C(Nc1ccc(F)cc1F)NC1CCN(Cc2c(F)cccc2Cl)CC1 | 2.7 | 7.8% | -1.1% | 0.1%[57.1 µM] | 0.1 | 8.7 | 16.8%[57.1 µM] | 12.0 | 0.3 |
| 8 | CCc1cccc(C)c1Nc1c(-c2ccc(F)cc2)nc2sccn12 | 8.6 | -16.0% | 39.8µM* | 4.5% | -1.9 | . | 8.3% | -5.6 | -1.1 |
| 9 | Cc1ccc2c(COC(=O)CNC(=O)c3ccco3)cc(=O)oc2c1C | -3.0 | 3.3% | -1.1% | 2.6% | . | . | 8.9% | . | . |
| 10 | COc1cccc(N2[C@@H](CC(C)=O)c3ccccc3S2(=O)=O)c1 | 3.3 | -27.5% | 7.4% | -4.3%&2.4% | . | . | 26.5%[57.1 µM] | . | . |
| 11 | CCOC(=O)c1c(C)[nH]c(C(=O)COC(=O)CNC(=O)c2ccc(Cl)cc2)c1C | -2.1 | -4.7% | 0.8% | -15.8% | 0.6 | 23.2 | -17.3% | 7.2 | 0.2 |
| 12 | COc1cccc(C(=O)N2CCN(C(=O)c3cccc(F)c3)CC2)c1 | -3.0 | -14.0% | 9.7% | -9.5% | 0.6 | . | -14.8% | 3.0 | . |
| 13 | O=C(O)CC(NC(=O)OCc1ccccc1)c1ccc(Br)cc1 (centres undefined) | 6.0 | -22.0% | -6.4% | -5.3% | 0.9 | 8.0 | -2.4% | 1.5 | 0.1 |
| 14 | Cc1ccc(-c2csc3ncnc(SCc4ccc(C(=O)O)cc4)c23)cc1 | 1.4 | -22.2% | -1.8% | 7.9%[57.1 µM] | 3.1 | -7.8 | -12.5%[57.1 µM] | 20.6 | 29.7 |
| 15 | Cc1cc(Cl)ccc1C(=O)C1CCCN(C(=O)c2cnn(C(C)C)c2)C1 (centres undefined) | -1.5 | -27.2% | -0.4% | -4.4% | -0.6 | 15.3 | 0.3% | -0.3 | -0.2 |
| 16 | COC(=O)C(NC(=O)c1ccccc1)=C(C)C | -1.4 | -16.1% | -5.3% | -4.1% | 1.1 | -1.2 | 18.3%[57.1 µM] | 9.4 | 1.3 |
| 17 | C/C(=N\Nc1nc2c(s1)CCCC2)c1ccccc1 | 0.4 | -11.1% | 6.9% | -6.3% | 0.5 | 5.5 | 50.1µM* | -0.6 | -0.9 |
| 18 | COc1cccc(CNC(=O)C(NS(=O)(=O)c2ccc3c(c2)CCN3C(C)=O)C(C)C)c1 (centres undefined) | 3.7&-2.6 | -4.0%&-9.5% | -0.5%&-0.7% | 2.8%&3.1% | -0.9&-0.4 | . | 21.3%&6.1% | -1.4&1.9 | -0.1 |
| 19 | CCN(CC(=O)Nc1c(F)cccc1F)C(=O)CNC(=O)c1cccc(C)c1 | -0.5 | -12.9% | 3.1% | 5.0%[57.1 µM] | 0.3 | -3.0 | 9.1%[57.1 µM] | 4.0 | 0.2 |
| 20 | CCOc1ccccc1OCC(O)CNC (centres undefined) | -1.0 | 2.1% | 1.3% | 6.7% | 0.0 | -1.2 | -14.5% | -0.4 | 0.2 |
| 21 | Cc1c(NC(=O)CN(C)CC(=O)Nc2ccc(F)c(F)c2F)c(=O)n(-c2ccccc2)n1C | -1.4 | -8.6% | 4.9% | 5.0%[11.4 µM] | . | . | 12.7%[11.4 µM] | . | . |
| 22 | Cc1ccc(CNC(=O)C2CCCN(S(=O)(=O)c3cccnc3)C2)cc1 (centres undefined) | -12.3 | -12.4% | -0.2% | 1.9% | 0.0 | -15.1 | 9.4% | 14.5 | 1.0 |
| 23 | Cc1cccc(N2C(=O)N3[C@H](c4ccc(F)cc4)[C@@H]4C(=O)N(C5CCCCC5)C(=O)[C@@H]4[C@]3(Cc3ccccc3)C2=O)c1 | -2.9 | -32.8% | 10.8% | -2.8% | 0.2 | 11.2 | -4.8% | -8.8 | -0.4 |
| 24 | CCOc1ccc(C(=O)Nc2ccc(NC(=O)c3ccccc3)c(C)c2)cc1[N+](=O)[O-] | 1.8 | -7.5% | 8.7% | 6.6%[57.1 µM] | 0.3 | -12.2 | 4.5%[57.1 µM] | 1.7 | -0.6 |
| 25 | CC1CCCC(C)N1CCCNC(=O)CN1C(=O)COc2ccc(S(=O)(=O)N3CCOCC3)cc21 (centres undefined) | 7.6 | -9.3% | 0.0% | -1.0% | -0.1 | 2.4 | 14.1% | 1.4 | -0.2 |
| 26 | Cc1cc(C)c2nc(N(Cc3cccnc3)C(=O)c3ccc(S(=O)(=O)N(C)C)cc3)sc2c1 | -1.2 | ? | -9.4% | 8.1%[57.1 µM] | 0.0 | . | 22.4%[57.1 µM] | -4.5 | 0.4 |
| 27 | COc1cc(/C=N/O)ccc1Oc1ccc([N+](=O)[O-])cc1[N+](=O)[O-] | 1.2 | -14.2% | 9.1% | -9.8% | 0.2 | -2.8 | ? | 8.5 | 2.0 |
| 28 | CN(c1cccc(NC(=O)COc2ccc(Cl)cc2Cl)c1)S(C)(=O)=O | 7.9 | -5.6% | 2.9% | -13.5% | 0.0 | -14.5 | -1.9%[57.1 µM] | -0.7 | -0.4 |
| 29 | CCSc1nnc(-c2cccnc2)n1Cc1ccco1 | -4.3 | -16.5% | -2.4% | 3.2% | 0.7 | 3.4 | ? | 2.3 | 0.6 |
| 30 | COc1ccccc1NC(=O)c1ccc(N2CC3CC(C2)c2cccc(=O)n2C3)c(NC(=O)c2cccnc2)c1 (centres undefined) | -0.5 | -8.1% | 0.3% | -6.9% | -0.2 | 10.5 | 4.5% | -9.0 | 0.4 |
| 31 | O=C(NCCN1CCOCC1)C1CC(=O)N(c2cccc(C(F)(F)F)c2)C1 (centres undefined) | 5.8 | -20.6% | 3.1% | 6.2% | 0.2 | . | 15.0% | -13.1 | . |
| 32 | Cc1cc(=O)c(C(=O)O)nn1-c1ccc(Cl)cc1 | 4.5 | -17.6% | -2.6% | 5.8% | 1.1 | 9.0 | 11.1% | -2.0 | -1.2 |
| 33 | O=[N+]([O-])c1cc(-c2nc(-c3ccncc3)no2)ccc1Cl | -14.6 | 5.1% | 0.8% | -0.3%[57.1 µM] | -0.3 | 18.4 | ? | 5.2 | 0.7 |

A section taken from the entries so far:
| nr | molecule | PI4K2A block | USP1 inh | IDH1 R132H inh | TrxR1 substrate | TRHR agonist | D2 antagonist | rTrxR1 inhibitor | TRHR enhancer | D2 agonist |
| --- | --- | --- | --- | --- | --- | --- | --- | --- | --- | --- |
| 29 | CCSc1nnc(-c2cccnc2)n1Cc1ccco1 | -4.3 | -16.5% | -2.4% | 3.2% | 0.7 | 3.4 | ? | 2.3 | 0.6 |
| 30 | COc1ccccc1NC(=O)c1ccc(N2CC3CC(C2)c2cccc(=O)n2C3)c(NC(=O)c2cccnc2)c1 (centres undefined) | -0.5 | -8.1% | 0.3% | -6.9% | -0.2 | 10.5 | 4.5% | -9.0 | 0.4 |
| 31 | O=C(NCCN1CCOCC1)C1CC(=O)N(c2cccc(C(F)(F)F)c2)C1 (centres undefined) | 5.8 | -20.6% | 3.1% | 6.2% | 0.2 | . | 15.0% | -13.1 | . |
| 32 | Cc1cc(=O)c(C(=O)O)nn1-c1ccc(Cl)cc1 | 4.5 | -17.6% | -2.6% | 5.8% | 1.1 | 9.0 | 11.1% | -2.0 | -1.2 |
| 33 | O=[N+]([O-])c1cc(-c2nc(-c3ccncc3)no2)ccc1Cl | -14.6 | 5.1% | 0.8% | -0.3%[57.1 µM] | -0.3 | 18.4 | ? | 5.2 | 0.7 |

Screening results (PubChem)
